NPYLR7 ag: agonists of mosquito NPYLR7 receptor, primary screen, cell-based, Aedes aegypti, calcium fluorescence, mosquito biting behavior; hit rate 0.15% among 270,000; AID 1259423, 2018; Aedes aegypti neuropeptide Y-like receptor 7 (NPYLR7); activation, % at 10 µM; HEK293T NPYLR7/Galpha15, GCaMP6s calcium fluorescence; in the data active = activation above about 40%;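 note: 0% = vehicle and 100% = reference agonist at the receptor; some compounds past the cut are filed as inactive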
mcGAS inh: cyclic GMP-AMP synthase inhibitors, mouse, primary biochemical chemiluminescence | Q8C6L5 | recombinant cGAS, Kinase-Glo ATP depletion luminescence | inhibition, % at 12.5 µM | hit rate 0.15% among 160,000;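 note: 0% = negative control wells and 100% = reference inhibitor with no enzyme activity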
hcGAS inh: Primary biochemical luminescence assay for human cyclic GMP-AMP synthase inhibitors; recombinant h-cGAS, ATP depletion, Kinase-Glo luminescence; hit rate 0.081% among 290,000; AID 1259398, 2018; inhibition, % at 12.5 µM; Q8N884;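 note: 0% = vehicle reaction and 100% = reaction without DNA for no activity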
Target sequence (Q8N884 whole entry, looked up): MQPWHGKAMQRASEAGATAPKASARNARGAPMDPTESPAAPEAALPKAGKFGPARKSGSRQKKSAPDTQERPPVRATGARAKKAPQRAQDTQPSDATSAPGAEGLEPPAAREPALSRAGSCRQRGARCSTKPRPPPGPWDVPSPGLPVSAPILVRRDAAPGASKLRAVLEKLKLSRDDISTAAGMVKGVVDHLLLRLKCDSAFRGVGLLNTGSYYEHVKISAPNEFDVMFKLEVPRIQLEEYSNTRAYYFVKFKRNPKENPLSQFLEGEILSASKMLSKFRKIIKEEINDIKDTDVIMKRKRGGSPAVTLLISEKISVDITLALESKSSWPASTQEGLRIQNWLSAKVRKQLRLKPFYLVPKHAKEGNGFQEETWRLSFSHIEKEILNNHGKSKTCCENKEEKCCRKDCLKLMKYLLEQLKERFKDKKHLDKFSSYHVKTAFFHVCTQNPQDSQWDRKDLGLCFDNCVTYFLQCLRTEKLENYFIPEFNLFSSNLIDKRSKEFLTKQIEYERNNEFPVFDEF
* marks the source's active call; other numbers are inactive results; nt = no result given; & = joins results of further samples. Cut-off read from the data, not from the text of the source, unless noted: active = inhibition above about 40%; inactive = the rest. Rows were taken by chance (roughly 0.26% active in at least one column).

SMILES	NPYLR7 ag	mcGAS inh	hcGAS inh
CN(Cc1ccccc1)C(=O)C1(C)CCN1C(=O)C1(c2ccc(Cl)cc2)CC1 (stereo not given)	2	-3	-10
COc1ccc(-c2ccccc2-c2nnc(C)s2)cn1	5	-15	0
CC1=CC[C@@H]2CN(C(=O)Cn3cc(C(F)(F)F)ccc3=O)C[C@@H]2C1	6	-13	-7
CCCc1noc(CN2CCC(Oc3cccc(Cl)c3)CC2)n1	nt	-7	-7
CC(C)Oc1ccc(C2=NC(=Cc3ccc(OCC(N)=O)cc3)C(=O)O2)cc1	-2	nt	5
O=C(NCc1ccc2c(c1)OCO2)c1cc(-c2ccccc2Cl)nc2ccccc12	2	-8	-5
CCN(CC)CCOc1ccc(C(=O)NC2(C)CCS(=O)(=O)C2)cc1 (stereo not given)	-5	-16	-10
CC1(Cc2cc(Cl)ccc2C(F)(F)F)C(=O)Nc2ccc(-c3ccsc3)cc21 (stereo not given)	-2	1	-1
CC(C)(O)c1cn(C2CCN(C(=O)CCc3ccncc3)CC2)nn1	7	-19	-4
O=C(C1CCC1)N1C2CCC(O)(CC2)C1CO (stereo not given)	1	-4	0
O=C(c1ccc(CSc2nnc(-c3ccccc3Cl)n2Cc2ccccc2)cc1)N1CCOCC1	21	-5	-8
O=C(O)CNc1cccc(C(=O)N2CCCN(c3ncccn3)CC2)c1	0	-13	-9
Cc1c(CN(C)C(=O)CCn2c(C)cc3ccccc32)cnn1C	15	nt	-7
COc1ccc(CNc2nccc(N3CCC(O)CC3)n2)c(OC)c1	3	nt	0
O=C(C1=C(O)C(=O)N(CCCN2CCOCC2)C1c1ccco1)c1ccco1 (stereo not given)	13&-2	nt	-13&-6
Cc1cc(C)n(-c2cc(NCCNS(=O)(=O)c3cccs3)ncn2)n1	-1	-5	-2
COC(=O)N=C(c1ccc(C)c(F)c1)C(Cl)Cl	-26	nt	-2
COC(=O)c1ccc(F)c(NS(=O)(=O)c2ccc(Cl)c(C(F)(F)F)c2)c1	12	-6	-2
CC(=O)N1CCC(NC(=O)c2cn(-c3ccc(F)cc3)nn2)CC1	3	nt	-4
CCc1nc2ccc(C(=O)NCC3CCCCC3)cn2c1N(CC)CCOC	-5	-2	-7
CN(C)CCCOc1ccc(-c2nnc3ccc(-c4ccc(C(=O)N(C)C)cc4)cn23)cc1	6	-7	-5
CCO[C@H]1COC[C@@H]1NC(=O)c1cccc2c1OCC2	2	-16	-5
CN(Cc1nc2ccccc2n1C)C(=O)[C@H]1Cc2ccccc2CN1	4	nt	-5
CN(C)Cc1c(C(=O)NCCOc2ccc(C(=O)NO)cc2)oc2ccccc12	-5	-8	-7
O=C(CC1c2ccccc2CCc2ccccc21)NC1CCOC1=O (stereo not given)	25	nt	-8
CCCCCSc1nc2c(c(=O)n(C)c(=O)n2C)n1Cc1ccccc1	-2	-3	-1
CCS(=O)(=O)Oc1cccc(CN(CCOC)C(=O)c2cccc(F)c2)c1	-3	-4	-3
CN1C[C@H](Nc2nc(C(C)(C)C)nc3c2cnn3C)C[C@H]1CO	-1	-1	-2
C=CCN(CC(=O)Nc1nc(-c2ccccc2)cn1-c1ccccc1)C(=O)C1CC1	nt	-6	-3
O=C(COc1cccc(F)c1)Nc1c(F)c(F)c(F)c(F)c1F	-9	nt	-2
Cc1ccccc1CO[C@]1(C(=O)NN2CCOCC2)CC(OCc2cccc(Cl)c2)[C@@H]2OC(C)(C)O[C@@H]2C1 (stereo not given in full)	13	-3	-10
CCOC(=O)Cc1c(C)nc2cc(-c3ccc(Cl)cc3)[nH]n2c1=O	3	nt	-3
O=C(CCCc1ccccc1)NCCSc1ncc(-c2ccccc2)[nH]1	7	0	0
CC(C)(C)c1cc(NC(=O)c2cc(Cl)cc(Cl)c2)n(-c2ccc(Br)cc2)n1	7	-4	-2
CC(NC(=O)CCCn1nc(-c2ccc(F)cc2)ccc1=O)c1ccccc1 (stereo not given)	-1	-5	0
CC(C)n1cc(C2c3[nH]c4ccccc4c3CCN2Cc2ccc3c(c2)OCCO3)cn1 (stereo not given)	3	nt	-3
CCC(C)(C)N=C(NC#N)Nc1cccnc1	-3	nt	-3
CN(Cc1ccc(C(=O)Nc2cccnc2)cc1)Cc1cc(C2CC2)n[nH]1	8	-10	0
Cc1c(C)n2c3c(=O)n(Cc4ccc(F)cc4)c(=O)n(C)c3nc2n1CC1CCCO1 (stereo not given)	-4	nt	-2
O=C(O)COc1ccc(S(=O)(=O)Nc2cccc(Cl)c2F)cc1	9	nt	-8

Some of the entries so far, as comma-separated lines.
canonical_smiles,NPYLR7 ag,mcGAS inh,hcGAS inh
Cc1c(CN(C)C(=O)CCn2c(C)cc3ccccc32)cnn1C,15,nt,-7
COc1ccc(CNc2nccc(N3CCC(O)CC3)n2)c(OC)c1,3,nt,0
O=C(C1=C(O)C(=O)N(CCCN2CCOCC2)C1c1ccco1)c1ccco1 (stereo not given),13&-2,nt,-13&-6
Cc1cc(C)n(-c2cc(NCCNS(=O)(=O)c3cccs3)ncn2)n1,-1,-5,-2
COC(=O)N=C(c1ccc(C)c(F)c1)C(Cl)Cl,-26,nt,-2
COC(=O)c1ccc(F)c(NS(=O)(=O)c2ccc(Cl)c(C(F)(F)F)c2)c1,12,-6,-2
CC(=O)N1CCC(NC(=O)c2cn(-c3ccc(F)cc3)nn2)CC1,3,nt,-4
CCc1nc2ccc(C(=O)NCC3CCCCC3)cn2c1N(CC)CCOC,-5,-2,-7
CN(C)CCCOc1ccc(-c2nnc3ccc(-c4ccc(C(=O)N(C)C)cc4)cn23)cc1,6,-7,-5
CCO[C@H]1COC[C@@H]1NC(=O)c1cccc2c1OCC2,2,-16,-5
CN(Cc1nc2ccccc2n1C)C(=O)[C@H]1Cc2ccccc2CN1,4,nt,-5
CN(C)Cc1c(C(=O)NCCOc2ccc(C(=O)NO)cc2)oc2ccccc12,-5,-8,-7
O=C(CC1c2ccccc2CCc2ccccc21)NC1CCOC1=O (stereo not given),25,nt,-8
CCCCCSc1nc2c(c(=O)n(C)c(=O)n2C)n1Cc1ccccc1,-2,-3,-1
CCS(=O)(=O)Oc1cccc(CN(CCOC)C(=O)c2cccc(F)c2)c1,-3,-4,-3
CN1C[C@H](Nc2nc(C(C)(C)C)nc3c2cnn3C)C[C@H]1CO,-1,-1,-2
C=CCN(CC(=O)Nc1nc(-c2ccccc2)cn1-c1ccccc1)C(=O)C1CC1,nt,-6,-3
O=C(COc1cccc(F)c1)Nc1c(F)c(F)c(F)c(F)c1F,-9,nt,-2
Cc1ccccc1CO[C@]1(C(=O)NN2CCOCC2)CC(OCc2cccc(Cl)c2)[C@@H]2OC(C)(C)O[C@@H]2C1 (stereo not given in full),13,-3,-10
CCOC(=O)Cc1c(C)nc2cc(-c3ccc(Cl)cc3)[nH]n2c1=O,3,nt,-3
O=C(CCCc1ccccc1)NCCSc1ncc(-c2ccccc2)[nH]1,7,0,0
CC(C)(C)c1cc(NC(=O)c2cc(Cl)cc(Cl)c2)n(-c2ccc(Br)cc2)n1,7,-4,-2
CC(NC(=O)CCCn1nc(-c2ccc(F)cc2)ccc1=O)c1ccccc1 (stereo not given),-1,-5,0
CC(C)n1cc(C2c3[nH]c4ccccc4c3CCN2Cc2ccc3c(c2)OCCO3)cn1 (stereo not given),3,nt,-3
CCC(C)(C)N=C(NC#N)Nc1cccnc1,-3,nt,-3

(listing goes on)
SMILES	NPYLR7 ag	mcGAS inh	hcGAS inh
Cc1ccnc(NC(=O)CN(C)c2ccc(C#N)cc2F)c1	0	-13	-7
CN(C)c1ccc(C=C2SC(=O)N(CC(=O)Nc3ccc(S(N)(=O)=O)cc3)C2=O)cc1	-8	0	1
C=CCN(Cc1nc(-c2ccccc2)no1)C(=O)CC1=CCNCC1	0	nt	-3
O=C(Cc1cc2c(cc1Br)OCCO2)NCc1ccccc1	8	nt	-11
CSc1ncc(CNC(C)CCc2ccccc2)c(N(C)C2CCCCC2)n1 (stereo not given)	1	-6	-6
CCNC(=O)Nc1ccc(N(C)C)c(CN(C(=O)c2cccc(F)c2)C(C)c2ccccc2)c1 (stereo not given)	-8	0	1
COc1nc2ccccc2cc1-c1ccc(SCC(N)=O)cc1	2	nt	-3
CC1CCc2c(C(=O)N(C)CC(=O)NC(C)(C)C)csc2C1 (stereo not given)	7	-7	-9
COc1ccc(C=CC(=O)N2CCCC2c2cc(OC)ccc2OC)c(OC)c1 (stereo not given)	-6	-6	-7
COc1cccc2c1Oc1ccccc1N=C2N1CCCN(S(=O)(=O)c2ccccc2)CC1	nt	-5	-3
CC(C)CCOP(=O)(c1ccc(N(C)C)cc1)C(O)c1ccc(Br)cc1 (stereo not given)	4	nt	-10
Cn1ccc(=N/N=C2/C=C(C(=O)Nc3ccccc3)C(=O)c3ccccc32)cc1	0	nt	-11
Cc1cc(C)c2c(c1)C(=NNS(=O)(=O)c1ccc(Br)cc1)CCC2	1	-5	-5
COC(=O)CCn1cc(CN2CCCC2c2ccccn2)cn1 (stereo not given)	24	nt	-1
CCc1c(C)nc2c(-c3ccc(Cl)cc3)c(C)[nH]n2c1=O	-2	nt	-7
CCOC(=O)c1c(C)[nH]c(C(=O)N2[C@@H]3CC[C@H]2CNC(=O)C3)c1C	17	-10	-5
Cc1cccnc1NC(=O)C1CC(c2c(F)cccc2F)=NO1 (stereo not given)	0	nt	-10
Cc1ccc([N+](=O)[O-])cc1S(=O)(=O)Nc1nc2ccccc2nc1Nc1ccccc1	-1	-5	-5
Cc1ccccc1Oc1cc(N2CCN(C(=O)c3ccc(Cl)cc3Cl)C(C)C2)ncn1 (stereo not given)	nt	-1	0
COc1ccc(C(=O)OCCN(C2=NS(=O)(=O)c3ccccc32)c2ccccc2OC)cc1OC	1	-6	6
CCc1nccn1CCC(=O)N1CCNCC1C(=O)N1CCCC1 (stereo not given)	1	-12	-6
CCCCc1nc2cc(C(=O)NC(c3ccncc3)c3ccccc3C)ccc2o1 (stereo not given)	15	-10	-8
CC1Cc2ccccc2N1C(=O)NCC1CC(=O)Nc2ccccc21 (stereo not given)	2	3	7
COC(=O)c1ccc(CNC(=O)c2ccc3nc(C4CC4)oc3c2)cc1	3	nt	-6
COc1ccc(C2=NC(=Cc3cccnc3)C(=O)O2)cc1OC	4	nt	-5
Cc1cc(=O)[nH]cc1NC(=O)COc1cc(Cl)ccc1Cl	-16	nt	-9
O=C(O)CN1C(=O)/C(=C\c2ccc(Cl)c(Cl)c2)SC1=S	-3	nt	-2
COc1ccc(F)cc1CN(Cc1cccnc1)C1CCN(C)CC1	0	nt	-8
CCn1c(SCCn2c([N+](=O)[O-])cnc2C)nc2c1c(=O)n(C)c(=O)n2C	1	nt	-4
O=C(Cn1nc2c(c1NC(=O)Cc1cccs1)CSC2)NCc1ccc(F)cc1	-4	-4	1
CC(=O)Oc1ccc2c(=O)oc(COc3ccc(C)c(C)c3)nc2c1	-7	-4	-3
COC(=O)c1sccc1NC(=O)C=Cc1cccs1	0	-6	-12
Oc1ccccc1C1Nc2ccccc2-c2nc3ccccc3n21 (stereo not given)	2&8	nt	-6&-5
COc1ccc(CC(=O)Nc2nnc(SCC(=O)Nc3nnc(C(C)C)s3)s2)cc1	6	-6	-9
O=C(NCCn1ncc2c(=O)n(Cc3cccc(F)c3)cnc21)c1cc2ccccc2o1	-3	-8	-5
Clc1ccc(CN2CCN(N=Cc3ccc(Br)s3)CC2)cc1	-6	-5	-7
CCOc1ccc(N2CCn3c2nnc(C(=O)NCCO)c3=O)cc1	3	-4	-4
CCOC(=O)c1c(C)nn(-c2ccc(C(=O)NCc3cccnc3)cc2)c1C	-5	-5	-4
O=C(NCc1cccnc1)c1sc2ccccc2c1Cl	2	-6	-3
Cc1ccccc1NC(=O)CCn1nnnc1-c1ccccn1	3	-12	-3
C=CCNC(=O)C(NC(=O)c1cccs1)C1CCN(S(=O)(=O)c2ccc(Cl)cc2)CC1 (stereo not given)	4	-4	-2
COc1ccccc1-n1c(CSCC(=O)Nc2ccc3ccccc3c2)nc2ccccc2c1=O	-2	-2	-1
CCCS(=O)(=O)C(C)C(=O)N1CCCC(c2cc(C)[nH]n2)C1 (stereo not given)	4	nt	1
O=C1NC(=S)N/C1=C\c1ccc(Br)cc1	-1	0	-4
COc1ccc(C(C2Sc3nc(C)nn3C2=O)N2CCN(C(C)=O)CC2)c(OC)c1 (stereo not given)	-7	-3	0
CN(C)CCCn1c2c(c(SCC(=O)Nc3ccc([N+](=O)[O-])cc3)nc1=O)CCCC2	-1	-6	-6
Cc1cc(I)ccc1N1C(=O)C2C3C=CC(CC3)C2C1=O (stereo not given)	-12	-7	-6
O=C(c1cccs1)C1CCCN(Cc2nc(CCc3ccccc3)no2)C1 (stereo not given)	5	nt	-2

Laid out differently: entries from further up
| SMILES | NPYLR7 ag | mcGAS inh | hcGAS inh |
| --- | --- | --- | --- |
| O=C1NC(=S)N/C1=C\c1ccc(Br)cc1 | -1 | 0 | -4 |
| CCCS(=O)(=O)C(C)C(=O)N1CCCC(c2cc(C)[nH]n2)C1 (stereo not given) | 4 | nt | 1 |
| COc1ccc(C(C2Sc3nc(C)nn3C2=O)N2CCN(C(C)=O)CC2)c(OC)c1 (stereo not given) | -7 | -3 | 0 |
| C=CCNC(=O)C(NC(=O)c1cccs1)C1CCN(S(=O)(=O)c2ccc(Cl)cc2)CC1 (stereo not given) | 4 | -4 | -2 |

High-throughput results as filed in PubChem BioAssay.
